LGR2 antag = inhibitors of bursicon-induced Drosophila LGR2 receptor cAMP signaling; HEK293 LGR2, CRE-luciferase, bursicon-stimulated, 4 h; inhibition, % at 9.99 µM; 0.35% of 380,000 active;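 active = drop in luminescence signal, shown as inhibition above about 50% in the replicate tests, limit read from the data, passing the limit was not always enough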;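 note: agonist challenge used bursicon conditioned medium at about half maximal strength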
ERAP1 inh = blocks human ERAP1 aminopeptidase activity | Q9NZ08 | inhibition, % at 10.7 µM | 0.15% of 340,000 active | recombinant ERAP1, Leu-AMC fluorescence, 60 min;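 active = mean replicate inhibition of at least 30%, or all replicates individually reaching that 30% level; inactive = mean below 30% and not every replicate reaching it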;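 note: 0% = neutral control wells and 100% = L-leucinethiol positive control wells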
Target sequence (Q9NZ08 whole entry, looked up): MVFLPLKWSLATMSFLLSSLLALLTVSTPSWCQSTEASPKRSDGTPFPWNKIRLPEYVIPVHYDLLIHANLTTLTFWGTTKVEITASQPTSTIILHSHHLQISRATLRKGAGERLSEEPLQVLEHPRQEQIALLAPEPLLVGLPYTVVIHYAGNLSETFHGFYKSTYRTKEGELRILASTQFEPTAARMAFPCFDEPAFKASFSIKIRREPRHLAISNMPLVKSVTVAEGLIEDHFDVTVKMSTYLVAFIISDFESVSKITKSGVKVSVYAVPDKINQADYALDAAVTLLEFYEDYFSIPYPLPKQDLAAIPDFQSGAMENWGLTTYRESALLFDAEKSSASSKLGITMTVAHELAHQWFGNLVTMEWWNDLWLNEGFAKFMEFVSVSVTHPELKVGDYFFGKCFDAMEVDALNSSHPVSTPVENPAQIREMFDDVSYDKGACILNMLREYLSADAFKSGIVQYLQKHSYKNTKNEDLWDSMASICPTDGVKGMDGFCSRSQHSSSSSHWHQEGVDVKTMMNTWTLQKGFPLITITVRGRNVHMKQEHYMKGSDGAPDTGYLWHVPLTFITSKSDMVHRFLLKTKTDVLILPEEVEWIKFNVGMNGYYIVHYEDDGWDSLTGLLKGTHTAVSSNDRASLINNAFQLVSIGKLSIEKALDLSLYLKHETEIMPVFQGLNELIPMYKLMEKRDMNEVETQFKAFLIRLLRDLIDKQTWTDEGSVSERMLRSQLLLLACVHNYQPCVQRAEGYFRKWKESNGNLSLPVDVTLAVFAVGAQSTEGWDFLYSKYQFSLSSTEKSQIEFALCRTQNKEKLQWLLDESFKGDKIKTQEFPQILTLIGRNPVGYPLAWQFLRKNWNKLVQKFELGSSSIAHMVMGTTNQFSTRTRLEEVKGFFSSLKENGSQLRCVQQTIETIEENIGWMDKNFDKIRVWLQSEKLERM
PglD inh = blocks C. jejuni PglD acetyltransferase activity; purified PglD enzyme, DTNB colorimetric CoA detection; inhibition, % at 12.5 µM; 0.098% of 360,000 active; AID 602405; in the data active = inhibition above about 16%, passing the limit was not always enough; note: strong numbers were not always called active
EWS-Fli block = inhibitors of EWS/Fli oncoprotein transcriptional activity; A673 NR0B1-luciferase reporter, viability-normalised; inhibition, % at 12.6 µM; 0.67% of 350,000 active; AID 651661;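 active = mean inhibition of at least 50% after viability correction, with every replicate also passing that limit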;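 note: firefly luciferase signal divided by Alamar Blue viability fluorescence both relative to DMSO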
S100A4 inh HTS = S100A4-myosin IIA interaction inhibition; inhibition, % at 10.7 µM; 0.14% of 360,000 active; P26447; AID 652163; S100A4/TAMRA-MyoIIA peptide fluorescence polarization;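 active = mean inhibition of at least 70% across replicates, with every replicate also reaching that level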
Target sequence (P26447 whole entry, looked up): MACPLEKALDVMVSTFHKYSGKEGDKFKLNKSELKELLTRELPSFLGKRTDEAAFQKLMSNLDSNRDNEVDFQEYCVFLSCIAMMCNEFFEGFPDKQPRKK
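incubation = readout 5 min after mixing, signal stable up to 60 min | system = S100A4 monomer protein | buffer or medium = HEPES pH 7.2 with CaCl2, KCl, NaCl, DTT, Triton | benchmarks = neutral control DMSO, positive control TFP | also added = fluorescent myosin IIA peptide, 5 nM | compound dosing = one concentration per compound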
PGC1a acetyl inh = PGC1a acetylation modulation, inhibitor mode | inhibition, % at 15.6 µM | U2OS PGC1a acetylation, AlphaScreen anti-acetyl-lysine; with virally co-expressed GCN5 acetyltransferase | 0.17% of 350,000 active;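 active = every replicate shows inhibition of at least 40%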;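 note: 0% = neutral control wells and 100% = positive control wells; some results beyond the cut were filed as inactive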
PAX8 reporter = lowers PAX8-driven luciferase in RMG-I cells; inhibition, % at 12.6 µM; 1.2% of 360,000 active; RMG-I TPO-luciferase reporter, SteadyGlo, 24 h;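 active = mean replicate inhibition at least 60% with every replicate also reaching 60%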;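 note: luciferase light reporting Pax8 driven TPO promoter activity; plate controls were median of neutral control wells for no effect and mitoxantrone controls for full effect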
Active calls of the source: *; nt = not tested or not shown. These rows are one share of the data. The share of hits here may be higher or lower than overall.

Second line of a record – PAX8 reporter	S100A4 inh HTS	PglD inh	ERAP1 inh	PGC1a acetyl inh	EWS-Fli block	LGR2 antag
COc1ccc(NC(=O)CSc2nnc(C3CCCCC3)n2-c2ccccc2)cc1
 : -25	nt	8	nt	2	nt	nt
CCOc1ccc(OCC)c(NC(=O)CN(C)S(=O)(=O)c2cccc3nsnc23)c1
 : 3	nt	0	nt	4	nt	nt
COc1cccc(C(=O)NC2CC3CCCC(C2)N3CC(=O)Nc2ccc(N(C)C)cc2)c1 (configuration not stated)
 : -5	nt	0	nt	3	nt	nt
COc1ccccc1/C=N/n1c(N)c(C(=O)NC2CCCCC2)c2nc3ccccc3nc21
 : 1	nt	-4	nt	-2	nt	nt
COc1ccc(N(CC(=O)Nc2ccc(OC)c(Cl)c2)S(=O)(=O)c2c(C)noc2C)cc1
 : 7	nt	3	nt	3	nt	nt
Cc1cc(C)c(S(=O)(=O)NCCC2CCCN2C)c(C)c1 (configuration not stated)
 : -10	nt	4	nt	-4	nt	nt
O=C(CCC1CCCCC1)Nc1ccccc1O
 : -125	nt	1	nt	-8	nt	nt
O=[N+]([O-])c1ccc(N/N=C/c2c[nH]c3ccccc23)c(S(=O)(=O)Nc2ccc(Cl)cc2)c1
 : -9	nt	-8	nt	-9	nt	nt
COc1cc(N)c(Cl)cc1NC(=O)c1ccccc1
 : -1	nt	-1	nt	-17	nt	nt
COc1cc(-c2nnc(-c3cccs3)o2)cc(OC)c1OC
 : nt	7	4	nt	8	nt	nt
COc1ccc(CNC(=O)c2c(O)c3cccc4c3n(c2=O)CCC4)cc1
 : nt	13	-2	nt	3	nt	nt
COc1cccc(N2CC(O)=C(c3nc4ccccc4c(=O)[nH]3)C2=N)c1
 : nt	9	-7	nt	-26	nt	nt
COc1cccc(NC(=O)C2CC(=O)OC23CCOC(C)(C)C3)c1 (configuration not stated)
 : nt	12	3	nt	-15	nt	nt
C[C@H](CO)N1C[C@H](C)[C@@H](CN(C)Cc2ccncc2)Oc2ccc(NC(=O)C3CC3)cc2C1=O
 : -3	nt	nt	nt	5	2	nt
C[C@H]1CN([C@@H](C)CO)C(=O)c2cc(N(C)C)ccc2O[C@@H]1CN(C)C
 : 9	nt	nt	nt	5	1	nt
C[C@@H]1CN([C@H](C)CO)C(=O)c2cc(NC(=O)Nc3cccc4ccccc34)ccc2O[C@@H](C)CCCCO[C@H]1CN(C)C
 : 21	nt	nt	nt	-3	9	nt
CCCN(C)C[C@@H]1Oc2ncc(-c3ccccc3)cc2C(=O)N([C@@H](C)CO)C[C@H]1C
 : 12	nt	nt	nt	-12	-3	nt
COCC#Cc1ccc(CC[C@H]2O[C@H]3CC[C@H](CO)O[C@H]3C[C@H]2n2cc(C(C)(C)O)nn2)cc1
 : -20	2	nt	nt	nt	-5	nt
COCC(=O)N[C@@H]1C[C@@H]2O[C@H](CO)CC[C@@H]2O[C@@H]1CCc1ccc(-c2ccccc2)cc1
 : nt	7	nt	3	nt	0	nt
O=C(c1ccccc1F)N1C[C@@H]2O[C@H](CNS(=O)(=O)c3ccccc3)CC[C@@H]21
 : nt	-37	nt	3	nt	19	nt
Cn1cnc(S(=O)(=O)NC[C@@H]2CC[C@@H]3[C@@H](CN3Cc3nccs3)O2)c1
 : nt	-3	nt	-1	nt	4	nt
CC(C)CC#Cc1cnc2c(c1)C(=O)N([C@@H](C)CO)C[C@@H](C)[C@@H](CN(C)C(=O)CC1CC1)O2
 : nt	-14	nt	0	nt	1	nt
Cc1ccc(S(=O)(=O)NC[C@@H]2CC[C@@H]3[C@@H](CN3Cc3cc(F)ccc3F)O2)cc1
 : nt	0	nt	0	nt	5	nt
CCCNC(=O)NC[C@H]1CC[C@@H]2[C@@H](CN2S(=O)(=O)c2ccccc2[N+](=O)[O-])O1
 : nt	3	nt	3	nt	3	nt
O=C(NC[C@H]1CC[C@@H]2[C@@H](CN2S(=O)(=O)c2ccccc2[N+](=O)[O-])O1)C1CC1
 : nt	-5	nt	2	nt	8	nt
O=C(NC[C@@H]1CC[C@@H]2[C@@H](CN2C(=O)CN2CCOCC2)O1)NC1CCCCC1
 : nt	10	nt	-3	nt	6	nt
Cc1ccc(S(=O)(=O)NC[C@@H]2CC[C@@H]3[C@@H](CN3Cc3cc(-c4ccccc4)on3)O2)cc1
 : nt	-2	nt	-2	nt	18	nt
COc1ccc(S(=O)(=O)NC[C@@H]2CC[C@@H]3[C@@H](CN3Cc3cc(F)ccc3F)O2)cc1
 : nt	-9	nt	1	nt	20	nt
CCOC(=O)c1c(C)n(C)c2ccc(O)c(S(=O)(=O)c3ccccc3)c12
 : nt	-1	nt	3	nt	-9	nt
O=C(NC[C@H]1CC[C@H]2[C@H](CN2S(=O)(=O)c2ccccc2)O1)NC1CCCCC1
 : nt	9	nt	0	nt	26	nt
O=c1[nH]c(=O)n(C2OC(CO)C(O)C(O)C2O)cc1F (configuration not stated)
 : nt	1	nt	2	nt	6	nt
Cc1ccc(S(=O)(=O)NNc2ccccc2)cc1
 : nt	-3	nt	9	nt	2	nt
CN1[C@@H]2Cn3c(ccc(-c4ccccc4)c3=O)[C@H]1[C@@H](C(=O)NCCc1ccccc1)[C@@H]2CO
 : nt	nt	4	nt	nt	4	11
CCCN1[C@H](C(=O)NCC)[C@@H](CO)[C@@H]2Cn3c(ccc(C4=CCCC4)c3=O)[C@@H]21
 : nt	nt	3	nt	nt	6	8
CCN1[C@H](C(=O)N(C)C)[C@@H](CO)[C@@H]2Cn3c(ccc(C4=CCCC4)c3=O)[C@@H]21
 : nt	nt	3	nt	nt	1	4
CCNC(=O)[C@@H]1[C@@H](CO)[C@@H]2Cn3c(cccc3=O)[C@@H]2N1CC1CCCCC1
 : nt	nt	1	nt	nt	0	-4
CNc1ccccc1-c1nc2ccccc2n(C)c1=O
 : nt	nt	3	nt	7	nt	8
CCOC(=O)c1[nH]c2ccc(OC)cc2c1NC(=O)N1CCOCC1
 : nt	nt	9	nt	4	nt	-10
CCOC(=O)N1CCN(c2nc(=S)n(-c3ccccc3)c(C)c2C(C)=O)CC1
 : nt	nt	9	nt	6	nt	-5
S=c1[nH]nc(C2CCCCC2)n1/N=C/c1ccco1
 : nt	nt	-5	nt	3	nt	-6

Entries from the list above with fluorine:
Second line of a record – PAX8 reporter	S100A4 inh HTS	PglD inh	ERAP1 inh	PGC1a acetyl inh	EWS-Fli block	LGR2 antag
O=C(c1ccccc1F)N1C[C@@H]2O[C@H](CNS(=O)(=O)c3ccccc3)CC[C@@H]21
 : nt	-37	nt	3	nt	19	nt
Cc1ccc(S(=O)(=O)NC[C@@H]2CC[C@@H]3[C@@H](CN3Cc3cc(F)ccc3F)O2)cc1
 : nt	0	nt	0	nt	5	nt
COc1ccc(S(=O)(=O)NC[C@@H]2CC[C@@H]3[C@@H](CN3Cc3cc(F)ccc3F)O2)cc1
 : nt	-9	nt	1	nt	20	nt
O=c1[nH]c(=O)n(C2OC(CO)C(O)C(O)C2O)cc1F (configuration not stated)
 : nt	1	nt	2	nt	6	nt

(list continues)
Second line of a record – PAX8 reporter	S100A4 inh HTS	PglD inh	ERAP1 inh	PGC1a acetyl inh	EWS-Fli block	LGR2 antag
CC(=O)Nc1ccc(S(=O)(=O)N2CCCC2C(=O)O)cc1 (configuration not stated)
 : nt	nt	6	nt	24	nt	-34
COc1ccc(NC(=O)CSc2nnc3c4c(nc(-c5ccccc5)n23)CC(C)(C)OC4)cc1
 : nt	nt	-2	nt	11	nt	-5
O=C(c1ccc(S(=O)(=O)N2CCOCC2)cc1)N1CCN(c2ccc(F)cc2)CC1
 : nt	nt	-4	nt	11	nt	21
COc1ccc(C(=O)N[C@H](C(=O)Nc2ccc(OC)nc2)C(C)C)cc1
 : nt	nt	-5	nt	-2	nt	-13
COc1ccc(OC)c(Nc2nc3nonc3nc2N2CCCCC2)c1
 : nt	nt	2	nt	6	nt	1
Clc1ccc(CSc2cc3c(nn2)-c2ccccc2CC3)cc1Cl
 : nt	nt	-5	nt	-2	nt	-5
O=C1/C(=C/c2ccccc2)Oc2cc(OC(=O)N3CCOCC3)ccc21
 : nt	nt	2	nt	4	nt	-22
CN(C)S(=O)(=O)c1cccc(C(=O)N2CCc3ccccc32)c1
 : nt	nt	0	nt	-9	nt	2
Cn1c(SCC(=O)N(C2CCCCC2)C2CCCCC2)nnc1-c1cccs1
 : nt	nt	-3	nt	4	nt	48
c1cc(-c2nnc3n2CCCCC3)ccn1
 : nt	nt	-5	nt	2	nt	-18
COc1cccc(C(=O)Nc2ccc(NC(=O)C(C)C)nc2)c1
 : nt	nt	0	nt	-2	nt	25
c1ccc(Cn2nnnc2CN2CCCC2)cc1
 : nt	nt	0	nt	3	nt	-11
CCC(c1nnnn1C(C)(C)CC)N(CCCO)Cc1cc2cc(C)cc(C)c2[nH]c1=O (configuration not stated)
 : nt	nt	2	nt	-2	nt	-9
CC(C)OC(=O)C(CC(=O)O)NCc1ccccc1 (configuration not stated)
 : nt	nt	-30	nt	-7	nt	0
CC(Oc1ccc(Cl)cc1Cl)C(=O)Nc1cccnc1 (configuration not stated)
 : nt	nt	-3	nt	5	nt	-11
CC(=O)NCC(=O)N(c1c(C)n(C)n(-c2ccccc2)c1=O)C1(C(=O)NC2CCCC2)CCCCC1
 : nt	nt	2	nt	5	nt	25
Cc1ccnc(NC(=O)c2ccc(N3C(=O)CCC3=O)cc2)c1
 : nt	nt	1	nt	6	nt	-11
COC(=O)c1sccc1NS(=O)(=O)c1ccc(OC)cc1
 : nt	nt	8	nt	26	nt	2
Cc1ccc(N(CC(=O)Nc2ccccc2-c2ccccc2)S(=O)(=O)c2ccccc2)cc1
 : nt	nt	-9	nt	-25	nt	21
O=C(Cc1ccc(F)cc1)NC1CCCC1
 : nt	nt	2	nt	-4	nt	-4

Compound profiles, as listed above. Values in the order: PAX8 reporter, S100A4 inh HTS, PglD inh, ERAP1 inh, PGC1a acetyl inh, EWS-Fli block, LGR2 antag
`O=C(c1ccc(S(=O)(=O)N2CCOCC2)cc1)N1CCN(c2ccc(F)cc2)CC1` as listed: nt, nt, -4, nt, 11, nt, 21
`COc1ccc(C(=O)N[C@H](C(=O)Nc2ccc(OC)nc2)C(C)C)cc1` as listed: nt, nt, -5, nt, -2, nt, -13

(list continues)
Second line of a record – PAX8 reporter	S100A4 inh HTS	PglD inh	ERAP1 inh	PGC1a acetyl inh	EWS-Fli block	LGR2 antag
CCOc1ccc(NC(=O)CSc2nnc(-c3ccccc3)n2N)cc1
 : nt	nt	-10	nt	-6	nt	14
O=C(Nc1ccccc1Cl)NC1(C(=O)N2CCCCC2)CCCCC1
 : nt	nt	-1	nt	50	nt	-5
Cc1ccc(-c2nn(Cc3ccccc3)cc2/C=C/C(=O)O)cc1C
 : nt	nt	-5	nt	-17	nt	11
CN(N)c1nc(-c2ccccc2)nnc1C(F)(F)F
 : nt	nt	1	nt	3	nt	-18
CCCCOc1cccc(C2(C(=O)O)CCCC2)c1
 : nt	nt	-1	nt	-3	nt	14
CCOC(=O)C(NC(=O)Nc1ncccn1)(Oc1ccccc1)C(F)(F)F (configuration not stated)
 : nt	nt	12	nt	5	nt	-7
CCOC(=O)c1c(C)[nH]c(C)c1C(=O)COC(=O)c1cccc(C)c1O
 : nt	nt	0	nt	-9	nt	7
COc1nc(Nc2ccc(C(C)=O)cc2)nc(OC)n1
 : nt	nt	-7	nt	-8	nt	18
Cc1cc2oc(=O)cc(CN3CCOCC3)c2cc1C
 : nt	nt	0	nt	3	nt	-23
Cc1cc(C)nc(SCNC(=O)c2ccccc2)n1
 : nt	nt	-2	nt	7	nt	5
CC(=O)c1cc(-c2ccccc2)n(CC(=O)NCc2cccs2)c1C
 : nt	nt	4	nt	-3	nt	-21
Cc1cc(C)cc(OCC(=O)OCC(=O)c2c(N)n(C)c(=O)n(C)c2=O)c1
 : nt	nt	-16	nt	-3	nt	9
Cc1nc(N2CCN(Cc3ccccc3)CC2)c(C#N)c2c1COC(C)(C)C2
 : nt	nt	7	nt	-28	nt	4
Cc1ccc(C(=O)OC2=CC(=O)CC(C)(C)C2)cc1
 : nt	nt	0	nt	-4	nt	-17
O=C(NCCN1C(=O)S/C(=C\c2ccccc2)C1=O)C1CCN(S(=O)(=O)c2cccs2)CC1
 : nt	nt	-5	nt	-10	nt	-25
CCN(CC)c1ccc(C(=O)OCc2cc(=O)oc3cc(O)ccc23)cc1
 : nt	nt	7	nt	-3	nt	11
